POLB inh = inhibitors of human DNA polymerase beta | Pol beta primer extension/strand displacement, fluorescence kinetic | Potency, µM (titrated, usually from 114 µM), inactives show at the top dose activity change, negative = inhibition, hits mostly inhibitors | 1.3% of 340,000 active | P06746; note: potency is the fitted concentration of half-maximal effect; % is set by controls: 0 for no effect and ±100 for the full control effect
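Reaction started by 50 nM substrate onto compound-treated Pol beta (10 nM, 15 min preincubation, room temperature); plates read at 0 min and 10 min. Normalized concentration-effect data fitted by four-parameter Hill equation.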
Pol eta inh = DNA polymerase eta (human) inhibition | Q9Y253 | recombinant Pol eta, fluorescent DNA replication assay | Potency, µM (doses to about 114 µM), for inactives: top-dose activity change, negative = inhibition, actives largely listed as inhibitors | 1.2% of 390,000 active | AID 588591; note: potency is the fitted concentration of half-maximal effect; % is set by controls: 0 for no effect and ±100 for the full control effect
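Pol eta (10 nM) was preincubated with compounds for 15 min at room temperature, after which fluorescent replication substrate (50 nM final) was added to start the reaction. Fluorescence was read kinetically at 0 and 10 min.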
RXFP1 antag = antagonists of human relaxin receptor RXFP1; activity change, negative = inhibition, % at 57.5 µM; 0.59% of 350,000 active; HEK293-RXFP1, relaxin-stimulated cAMP HTRF, 30 min; stronger effect = lower value;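 active = activity change of -60% or lower, but not beyond a set lower limit; inconclusive = change between -60% and -40%, or beyond the set limit; inactive = change above -40%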; note: % is set by controls: 0 for no effect and ±100 for the full control effect
POLI inh = blocks human DNA polymerase iota activity. Potency, µM (titrated, usually from 115 µM), for inactives: at the top dose activity, negative = inhibition, actives largely listed as inhibitors. Pol iota fluorescent replication assay, 10 min. 1% of 390,000 active. AID 588590; note: potency is the fitted concentration of half-maximal effect
Target sequence (Q9UNA4 whole entry, looked up): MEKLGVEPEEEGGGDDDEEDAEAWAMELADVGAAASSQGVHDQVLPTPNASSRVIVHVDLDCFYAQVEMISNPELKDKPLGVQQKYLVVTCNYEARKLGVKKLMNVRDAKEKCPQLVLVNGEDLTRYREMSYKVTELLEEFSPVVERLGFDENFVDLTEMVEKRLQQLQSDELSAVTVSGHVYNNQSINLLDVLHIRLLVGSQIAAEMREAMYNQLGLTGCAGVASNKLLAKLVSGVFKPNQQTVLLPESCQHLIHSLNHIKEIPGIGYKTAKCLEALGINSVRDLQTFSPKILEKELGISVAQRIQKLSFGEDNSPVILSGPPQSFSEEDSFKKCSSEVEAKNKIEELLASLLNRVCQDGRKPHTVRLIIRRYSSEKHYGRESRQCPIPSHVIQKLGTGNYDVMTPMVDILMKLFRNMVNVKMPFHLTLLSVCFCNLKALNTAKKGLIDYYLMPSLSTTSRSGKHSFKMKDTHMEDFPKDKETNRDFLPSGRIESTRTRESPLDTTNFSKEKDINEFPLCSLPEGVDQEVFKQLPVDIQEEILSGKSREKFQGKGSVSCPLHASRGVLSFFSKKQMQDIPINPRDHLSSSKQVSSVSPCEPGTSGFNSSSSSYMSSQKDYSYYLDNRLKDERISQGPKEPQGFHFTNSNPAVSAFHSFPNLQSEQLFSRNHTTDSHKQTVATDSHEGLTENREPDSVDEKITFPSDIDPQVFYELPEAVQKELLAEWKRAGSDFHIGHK
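Fluorescent replication assay read twice, at 0 min and 10 min after adding 50 nM (final) substrate. Enzyme (10 nM) and compounds were first incubated 15 min at room temperature; enzyme-free buffer wells were negative controls.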
POLK inh = blocks human DNA polymerase kappa activity. Q9UBT6. purified Pol kappa, fluorescent DNA synthesis assay, 10 min. Potency, µM (titrated, usually from 107 µM), without a hit: at the highest dose activity, negative = inhibition, most hits filed as inhibitors. 0.53% of 400,000 active. AID 588579; note: potency is the fitted concentration of half-maximal effect; % is set by controls: 0 for no effect and ±100 for the full control effect
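Kinetic fluorescence readout at 0 and 10 min followed reaction start with substrate at 50 nM final. Beforehand, enzyme (10 nM Pol kappa) stood 15 min with compound at room temperature; buffer-only wells were negative controls.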
Apoferritin bind = binds horse apoferritin like a general anesthetic | P02791 | apoferritin/1-aminoanthracene competitive binding, fluorescence | Potency, µM (top dose mostly 77.5 µM), for inactives: at the top dose activity change, negative = displacement, hits mostly inhibitors | 0.074% of 350,000 active | AID 485281; note: potency is the fitted concentration of half-maximal effect; % is set by controls: 0 for no effect and ±100 for the full control effect; nearly all actives have a fitted effect of over 20% in size
Target sequence (P02791 2-175 limits assumed): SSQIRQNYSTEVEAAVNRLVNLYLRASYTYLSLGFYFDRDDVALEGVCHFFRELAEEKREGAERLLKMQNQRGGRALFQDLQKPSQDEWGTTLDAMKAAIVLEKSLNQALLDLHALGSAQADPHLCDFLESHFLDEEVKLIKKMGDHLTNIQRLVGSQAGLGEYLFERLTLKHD
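Horse-spleen apoferritin (10 uM) was mixed with 50% saturated 1-aminoanthracene in PBS, exposed to compounds for 10 min at room temperature, and read for fluorescence (ex 380 nm, em 535 nm). Competitive displacement was fitted with a four-parameter Hill equation.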
Tb PGK inh = T. brucei PGK inhibition | 0.043% of 380,000 active | Potency, µM (doses to about 57.5 µM), without a hit: at the top dose activity change, negative = inhibition, hits mostly inhibitors | PGK/GAPDH coupled, Kinase-Glo luminescence, 60 min; note: potency is the fitted concentration of half-maximal effect; % is set by controls: 0 for no effect and ±100 for the full control effect; nearly all actives have a fitted effect of over 60% in size
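Recombinant glycosomal PGK reaction used 1,3-bisphosphoglycerate generated in-well by GAPDH (100nM final) in 100mM TEA pH 7.6, 5mM MgCl2, 0.01% Tween-20. After 60 minutes at room temperature, ATP was read by Kinase-Glo Plus luminescence end-point.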
APEX1 inh = blocks human APE1 abasic DNA cleavage; P27695; recombinant APE1, TAMRA/BHQ-2 abasic DNA cleavage fluorescence; Potency, µM (top dose mostly 65.8 µM), for the others: top-dose activity change, negative = inhibition, most hits filed as inhibitors; 0.35% of 350,000 active; AID 2517;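 note: potency is the fitted concentration of half-maximal effect; plate controls were vehicle for no effect and reference inhibitor for full effect; nearly all actives have a fitted effect of over 55% in size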
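APE1 at 0.75 nM final was preincubated with compound 15 min at room temperature, then 50 nM double-stranded THF abasic-site substrate (5'-TAMRA/3'-BHQ-2) was added. Fluorescence (ex 525/em 598 nm) was read kinetically; third-minus-first read gave activity.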
BLM helicase inh = Bloom syndrome helicase (human) inhibition | P54132 | recombinant BLM DNA unwinding, fluorescence dequenching | Potency, µM (doses to about 56.1 µM), for the others: top-dose activity change, negative = inhibition, actives largely listed as inhibitors | 0.2% of 350,000 active | AID 2528;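 note: potency is the fitted concentration of half-maximal effect; plate controls were vehicle for no effect and no enzyme for full effect; nearly all actives have a fitted effect of over 35% in size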
Numbers without * were called inactive; i = inactive; ? = inconclusive; . = not tested or not shown; & = joins results of further samples; [ ] = another dose, or the depositor's remark. Unless noted, calls come from the whole dose curve; as a rule, active = well fitted curve in the direction sought with a large enough effect; inconclusive = small, poorly fitted or top-dose-only effect, or another doubt; inactive = no such curve, though single readings can be large; an effect the other way counts as inactive or inconclusive. A portion of the library (hit frequency here may not be typical).

Compound | POLB inh | Pol eta inh | RXFP1 antag | POLI inh | POLK inh | Apoferritin bind | Tb PGK inh | APEX1 inh | BLM helicase inh
COC(=O)c1sccc1NC(=O)CSc1ccc(Cl)cc1 | -11% | -10% | 13 | -2% | -21% | -15% | -1% | -4% | -11%
CC(=O)NC(c1ccccc1)c1cc([N+](=O)[O-])c2cccnc2c1O (stereo not drawn) | 0% | -25% | ? | 72%[activator] | -12% | -13% | -5% | -4% | -8%
COCCNC(=O)c1onc(CSc2ccc(F)cc2)c1C(=O)NCCOC | -1% | -12% | . | -12% | -2% | -9% | 1% | -1% | -3%
O=c1c2c3c(sc2[nH]c(=S)n1Cc1ccco1)CCC3 | 8.9µM* | 20µM* | 11 | 18µM* | ? | 5% | -9% | ? | -30%
COc1cc(Cl)ccc1OCc1cc(C(=O)N2C[C@]3(C)C[C@H]2CC(C)(C)C3)no1 | -1% | -26% | -30 | -2% | -9% | 4% | i | 1% | -11%
CCc1ccc(-c2nc(SCC(=O)N(C)C3CCS(=O)(=O)C3)n[nH]2)cc1 (stereo not drawn) | . | -4% | -11 | 10% | -2% | . | 12% | -1% | .
Clc1ccc(/C=C/c2nc3ccccc3[nH]2)c(Cl)c1 | 10% | 0% | -4 | -1% | -5% | 61%[activator] | -23% | -2% | -5%
Cc1ccc(N(CC(=O)NCCc2ccccc2)S(=O)(=O)N(C)C)cc1 | -1% | -19% | . | 19% | -3% | -3% | -4% | . | -3%
Cn1c(Cn2c(=O)sc3ccccc32)nnc1SCC(=O)Nc1cccc(Cl)c1 | 2% | -14% | . | 19% | 1% | -6% | -7% | -4% | 1%
Cc1nc(CS(=O)(=O)c2ccccc2)cc(Sc2ccc(Cl)cc2Cl)n1 | 1% | -15% | 5 | 6% | -19% | -5% | -3% | -4% | -2%
Cc1nc(-c2ccc(NS(C)(=O)=O)cc2)cs1 | 18% | -13% | -5 | ? | -12% | ? | 1% | 0% | -3%
O=C(CSc1nn(-c2ccc(Cl)cc2)c(=S)s1)N1CCN(C(=O)c2ccco2)CC1 | 6% | -5% | -11 | 8% | -6% | -14% | . | -5% | -7%
COc1ccc(-c2cc(C)no2)cc1S(=O)(=O)NCc1ccc(OC(C)C)cc1 | -1%&1% | -27%&-1% | -18&-20 | 7%&-15% | -3%&-8% | ? | -5%&-3% | 42% | -1%&-2%
Cc1ccc2onc(CNC(=O)Nc3cc(F)ccc3F)c2c1 | -26% | -29% | -12 | 11% | -3% | ? | -6% | . | -2%
Cc1c(-c2ccccc2)c(P(=O)(N2CCOCC2)N2CCOCC2)c2ccccn12 | 17% | -8% | 13 | -60% | -6%[60.1 µM] | 90%[activator] | -7% | 2% | -2%
CC(C)NC(=O)c1cc2nc(-c3ccco3)cc(C(F)(F)F)n2n1 | 1% | -5% | -14 | -9% | -9%[60.1 µM] | 58%[activator] | -3% | -2% | 0%
NNC(=O)c1cc(C23CC4CC(CC(C4)C2)C3)nc2ccccc12 | -17% | -22% | 2 | 34%[activator] | -2% | -20% | -6% | -12% | -6%
CO/N=C/NC(=O)c1c(OC)ccnc1Oc1cccc(C(F)(F)F)c1 | 7% | -14% | -14 | ? | -4% | -1% | 0% | 0% | 0%
CSCCC(NC(=O)/C(=C/c1ccc(F)cc1)NC(C)=O)C(=O)O (stereo not drawn) | 0% | -9% | -1 | 11% | 2% | 1% | -3% | 1% | -2%
Cc1ccccc1C(=O)NC1CCCCCCC1 | 30% | 8% | -5 | 15% | 10% | ? | -13% | -4% | 0%

Arranged by SMILES length (ascending): three of the compounds above.
Compound | POLB inh | Pol eta inh | RXFP1 antag | POLI inh | POLK inh | Apoferritin bind | Tb PGK inh | APEX1 inh | BLM helicase inh
COCCNC(=O)c1onc(CSc2ccc(F)cc2)c1C(=O)NCCOC | -1% | -12% | . | -12% | -2% | -9% | 1% | -1% | -3%
CO/N=C/NC(=O)c1c(OC)ccnc1Oc1cccc(C(F)(F)F)c1 | 7% | -14% | -14 | ? | -4% | -1% | 0% | 0% | 0%
COc1ccc(-c2cc(C)no2)cc1S(=O)(=O)NCc1ccc(OC(C)C)cc1 | -1%&1% | -27%&-1% | -18&-20 | 7%&-15% | -3%&-8% | ? | -5%&-3% | 42% | -1%&-2%

New compounds follow
Compound | POLB inh | Pol eta inh | RXFP1 antag | POLI inh | POLK inh | Apoferritin bind | Tb PGK inh | APEX1 inh | BLM helicase inh
CNC[C@@H]1Oc2c(NS(C)(=O)=O)cccc2C(=O)N([C@@H](C)CO)C[C@H]1C | . | -18% | . | 12% | 12% | . | -5% | 11% | .
Cc1cccc(OCC(O)CN2CCN(CCN3C(=O)c4cccc5cccc(c45)C3=O)CC2)c1C (stereo not drawn) | -18% | -17% | -1 | 25% | -1% | -14% | i | -5% | 85%[activator]
CCOc1ccc2c(c1)sc1nc(=O)n(-c3ccc(Cl)c(Cl)c3)c(=O)n12 | 31% | -16% | -10 | 11% | 4% | -2% | -7% | . | -6%
CN(C)c1cc2c(cc1NS(=O)(=O)c1ccccc1)n(C)c(=O)n2C | 34%&-2% | 0%&-11% | -14&1 | 24%&7% | -16% | 0%&6% | -12% | ? | -1%&2%
COc1ccc(C)c2sc(NC(=O)c3ccc(S(=O)(=O)N4CCCC4)cc3)nc12 | 2% | -18% | . | 15% | -6%[60.1 µM] | -3% | 7% | . | -7%
COc1ccc(CCNc2nc(C)nc3c2nnn3Cc2ccccc2)cc1OC | 1% | 0% | 0 | -7% | -1% | -6% | -3% | -9% | -8%
Cc1cc(C)c2c(CC(=O)Nc3ccc(S(=O)(=O)Nc4ncccn4)cc3)coc2c1 | 1% | -18% | -26 | 3% | 1% | -3% | -7% | . | 3%
COc1ccc(CN(C(=O)Nc2ccc(C)c(F)c2)C2CCN(C(C)=O)CC2)cc1 | 3% | 3% | -14 | 6% | 1% | -15% | i | . | 1%
Cc1ccc(-n2c(Cc3cccn3C)nnc2SCC(=O)N2CCN(c3ccccc3)CC2)cc1 | 37% | 0% | -17 | -4%[58.9 µM] | -7% | -18% | 0% | 3% | -12%
CC(=O)Cn1ncc(N2CCOCC2)c(Br)c1=O | 2% | -11% | 14 | -15% | -11% | -2% | -7% | 4% | -2%
COc1ccc(/C=N/NC(=O)CC2N=C(Cc3ccccc3)NNC2=O)cc1OC (stereo not drawn) | 0% | -10% | 0 | 3% | -7% | 0% | -6% | -1% | 3%
O=C(O)CC(NC(=O)C1CCCCC1)c1cc([N+](=O)[O-])ccc1Cl (stereo not drawn) | 22% | -17% | -1 | 5% | 6% | -3% | i | 13% | -1%
COc1ccc(O[C@H]2C=C[C@@H](c3ccccc3)O[C@@H]2COC(=O)CCC(C)=NO[C@@H]2O[C@H](COC(C)=O)[C@@H](OC(C)=O)[C@H](OC(C)=O)[C@H]2OC(C)=O)cc1 | 4% | . | . | . | . | -11% | . | 5% | -2%
CCS(=O)(=O)c1ccc(O)c(NC(=O)NC2CCCCC2)c1 | 25% | ? | -7 | -8% | -1% | -6% | i | -1% | 2%
O=C(CSC1=NCCS1)Nc1ccc2ccccc2c1 | 4% | -5% | 7 | 50%[activator] | -8% | -12% | 3% | 2% | -4%
Cc1ccccc1OCC(=O)Nc1ccccc1OCc1cc(=O)n2ccccc2n1 | -24% | -24% | 7 | 22% | -13%[60.1 µM] | -10% | -5% | . | -1%
Cc1nn(C)cc1C1Nc2ccccc2C(=O)N1O (stereo not drawn) | -9% | -4% | -8 | 15% | 1% | -1% | i | 6% | 1%
c1ccc(-n2ncc(-c3nn[nH]n3)n2)cc1 | 23% | -19% | . | 6% | 0% | -20% | i | 20% | -2%
Cc1ccc(NC(=O)CCCNC(=O)c2ccc(Cl)cc2)nc1 | 0% | -11% | -4 | 14% | 3% | -2% | -2% | 13% | -3%
COc1cccc(NC(=O)CSc2nnc(NC(=O)C3CC3)s2)c1 | 0% | -16% | -6 | 52%[activator] | -14% | 3% | 1% | 24% | -4%
CCOc1ccccc1N | . | -19% | . | 35%[activator] | 11% | . | 3% | 3%&1% | .
Oc1ccc(C2Oc3cc(O)cc(O)c3CC2O)cc1 (stereo not drawn) | . | . | . | . | ? | 2% | . | -7% | 3%
Cc1ccc(/C=C/c2ccc(=O)n(Cc3ccccc3Cl)n2)cc1 | 2% | -12% | -16 | -3% | -19% | -10% | 8% | -3% | -17%
Clc1ccc(Cn2cnc3ccccc32)cc1 | 3% | ? | 5 | 194%[activator] | 0% | ? | -6% | -3% | -2%
O=c1/c(=C\c2cccnc2)sc2nc3ccccc3n12 | -1% | -11% | 6 | -9% | -2% | 6% | i | 0% | 1%
Cc1ccc(NC(=O)C2CCCN(c3nnc(-n4c(C)ccc4C)s3)C2)c(C)c1 (stereo not drawn) | 20% | . | 6 | 3% | 0% | 28% | . | . | -2%
Clc1ccc(-c2nc(/C=N/N3CCOCC3)c3ccccn23)cc1 | 23% | -1% | 8 | 19% | -23% | -12% | 0% | -8% | -4%
COc1ccc(C(CNC(=O)c2cccc(S(=O)(=O)Nc3cccc(C)c3)c2)N2CCOCC2)cc1 (stereo not drawn) | . | -16% | -2 | 13% | 2% | . | -2% | 6% | .
COc1ccccc1CNC(=O)c1ccc2c(c1)N(Cc1cccc(Cl)c1)C(=O)c1ccccc1S2(=O)=O | -1% | -11% | -18 | -12% | -10%[60.1 µM] | -12% | 14% | . | -2%
COc1ccc(C(=O)N2CCC(C(=O)Nc3ccccc3C)CC2)cc1OC | 2% | -4% | 0 | 31%[activator] | 14% | -5% | -3% | 1% | -5%
COc1ccc(C(=O)Nc2cc(C(C)=O)c(C)oc2=O)cc1 | -1% | -21% | -5 | 5% | -17% | -3% | 5% | 6% | -1%
O=C1CCC(C(=O)O)(c2ccccc2)C1 (stereo not drawn) | 0% | . | . | . | . | -8% | . | -3% | 1%
Cc1ccc(/C=N/NC(=O)c2cc3c(ccc4ccccc43)o2)cc1[N+](=O)[O-] | 38% | ? | -29 | -3% | -5% | -6% | -6% | 2% | -7%
COc1ccc(/C=C2\Sc3ccc(C(=O)N4CCCC4)cc3N(C)C2=O)cc1OC | -3% | 1% | 9 | -7% | -20% | -9% | 2% | 25% | -2%
